Screening results: PubChem, several laboratories
CRFR2-BP ag – agonists of CRF-BP/CRF-R2 complex, primary screen, cell-based, HEK293, calcium dye fluorescence, uHTS; AID 588473, 2011; activation, % at 13.2 µM; CRF-binding protein / CRF receptor 2 complex (human); actives 0.46% (n = 350,000); calcium dye fluorescence (FLIPR); percent of saturating CRF peptide response;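 active means activation of at least 50%, plus an integration ratio under a set limit after plate pattern correction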;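 further: plate controls were neutral control wells without compound for no effect and CRF at EC100 for full effect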
M5 antag – human M5 muscarinic receptor antagonists, primary screen, CHO cells, Fluo-8 calcium fluorescence. CHO-hM5 cells, ACh EC80. inhibition, % at 3 µM. AID 624040, 2012. actives 0.59% (n = 360,000);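 active means inhibition above a per-plate cutoff, the mean of that plate's test compounds plus 3 SD, cut at about 27% in these data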;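 further: 0% = acetylcholine EC80 with DMSO and 100% = DMSO without agonist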
CRFBP-R2 block – antagonists of CRF-BP/CRF-R2 complex, primary screen, cell-based, HEK293, calcium dye fluorescence, uHTS. actives 0.59% (n = 350,000). inhibition, % at 11.8 µM. CRF-induced calcium fluorescence;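 active means inhibition of the ligand-induced calcium signal above about 50% at the single tested concentration, limit read from the data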
CHRM1 PAM – human M1 muscarinic receptor positive allosteric modulators, primary screen, CHO-K1 cells, Fluo-8 calcium fluorescence, 1536-well; CHO-K1 hM1, ACh EC20; 0% = ACh EC20, 100% = maximal ACh; activation, % at 3 µM; actives 0.088% (n = 360,000); AID 588819, 2011; in the data active means activation above about 19%, passing the limit was not always enough
Target sequence (P11229 whole entry, looked up): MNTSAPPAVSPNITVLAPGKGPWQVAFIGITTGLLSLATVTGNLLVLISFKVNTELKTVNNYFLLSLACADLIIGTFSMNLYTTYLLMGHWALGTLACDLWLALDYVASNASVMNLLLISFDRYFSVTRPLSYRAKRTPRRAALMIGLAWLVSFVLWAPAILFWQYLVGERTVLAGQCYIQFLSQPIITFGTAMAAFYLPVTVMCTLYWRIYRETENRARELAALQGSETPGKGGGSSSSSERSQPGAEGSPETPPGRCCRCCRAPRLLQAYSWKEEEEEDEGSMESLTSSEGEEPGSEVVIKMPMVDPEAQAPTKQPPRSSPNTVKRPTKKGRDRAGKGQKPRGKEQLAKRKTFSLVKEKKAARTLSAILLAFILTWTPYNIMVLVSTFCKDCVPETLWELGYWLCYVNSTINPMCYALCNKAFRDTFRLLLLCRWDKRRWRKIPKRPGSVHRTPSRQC
M5 ag – human M5 muscarinic receptor agonists, primary screen, CHO-K1 cells, Fluo-8 calcium fluorescence; Muscarinic acetylcholine receptor M5 (Homo sapiens), P08912; CHO-K1 hM5 cells; 0% DMSO wells, 100% maximal acetylcholine response; activation, % at 3 µM; actives 0.19% (n = 360,000);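 active means activation above the run's mean over test compounds plus 3 SD, cut at about 23% in these data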;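 further: signal is peak over basal fluorescence ratio across the kinetic read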
M4 ag – human M4 muscarinic receptor agonists, primary screen, CHO-K1 cells, Fluo-8 calcium fluorescence. Muscarinic acetylcholine receptor M4 (Homo sapiens), P08173. actives 0.14% (n = 360,000). AID 624127, 2012. CHO-K1 hM4/Gqi5; vehicle 0%, full acetylcholine response 100%. activation, % at 3 µM;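 active means activation above the run mean over all test wells plus 3 SD, cut at about 32% in these data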;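 further: peak over basal fluorescence ratio per well then scaled between controls; 0% = DMSO wells and 100% = acetylcholine at EC100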
Target sequence (P08173 whole entry, looked up): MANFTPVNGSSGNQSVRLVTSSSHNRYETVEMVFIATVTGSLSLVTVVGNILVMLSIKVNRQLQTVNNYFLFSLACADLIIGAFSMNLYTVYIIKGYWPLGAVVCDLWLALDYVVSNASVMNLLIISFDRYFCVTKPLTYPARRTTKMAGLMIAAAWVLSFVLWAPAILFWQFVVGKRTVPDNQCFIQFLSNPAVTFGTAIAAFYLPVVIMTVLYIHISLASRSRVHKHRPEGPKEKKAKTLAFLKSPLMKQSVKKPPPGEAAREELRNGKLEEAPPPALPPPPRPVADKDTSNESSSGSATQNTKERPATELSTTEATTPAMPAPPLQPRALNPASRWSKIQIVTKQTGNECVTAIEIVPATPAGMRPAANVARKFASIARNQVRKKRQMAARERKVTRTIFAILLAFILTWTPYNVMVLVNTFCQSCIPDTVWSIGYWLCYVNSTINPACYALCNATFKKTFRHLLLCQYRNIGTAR
CHRM4 PAM – human M4 muscarinic receptor positive allosteric modulators, primary screen, CHO-K1 cells, Fluo-8 calcium fluorescence | activation, % at 3 µM | Muscarinic acetylcholine receptor M4 (Homo sapiens), P08173 | actives 0.4% (n = 360,000) | AID 624126, 2012 | CHO-K1 hM4/Gqi5, ACh EC20; 0% = ACh EC20, 100% = maximal ACh;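 active means activation above its plate's cutoff, the mean activation of sample wells plus 3 SD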; further: some results filed as inactive read as strong as hits
CHRM4 antagonist – human M4 muscarinic receptor antagonists, primary screen, CHO cells, Fluo-8 calcium fluorescence; AID 624125, 2012; CHO-hM4 cells, ACh EC80; inhibition, % at 3 µM; actives 0.73% (n = 360,000); Muscarinic acetylcholine receptor M4 (Homo sapiens), P08173;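 active means inhibition above its plate's cutoff, the mean inhibition of sample wells plus 3 SD, cut at about 27% in these data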;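 further: 0% = acetylcholine EC80 with DMSO and 100% = DMSO without agonist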
CHRM5 PAM – human M5 muscarinic receptor positive allosteric modulators, primary screen, CHO-K1 cells, Fluo-8 calcium fluorescence; Muscarinic acetylcholine receptor M5 (Homo sapiens), P08912; CHO-K1 hM5, ACh EC20 PAM; 0% = ACh EC20, 100% = ACh EC100; activation, % at 3 µM; actives 0.3% (n = 360,000);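 active means activation above the run cutoff, the mean activation of all test compounds plus 3 SD, cut at about 18% in these data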
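system = human M5 receptor in CHO-K1 cells | compound = one concentration, 3 µM final (nominal) | schedule = Post-acetylcholine fluorescence recording 140 s | signal = Fluo-8 calcium dye fluorescence, kinetic read | benchmarks = low control EC20 acetylcholine (0%), high control EC100 acetylcholine (100%) | repeats = singlicate, one well per test compound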
Starred values were filed as active, the others as inactive; · = not tested or not shown.

| M5 ag | M4 ag | CHRM4 PAM | CHRM1 PAM | CHRM5 PAM | molecule | CHRM4 antagonist | CRFBP-R2 block | CRFR2-BP ag | M5 antag |
| --- | --- | --- | --- | --- | --- | --- | --- | --- | --- |
| 0 | 14 | -26 | -7 | -10 | COc1ccc(C(=O)CSc2nc3ccccc3n2CC(=O)c2ccccc2)cc1 | 10 | -27 | 1.1 | 1 |
| -2 | 1 | -2 | -1 | -4 | COc1ccccc1N1CCN(c2nnc(-c3ccc(F)cc3)c3ccccc23)CC1 | 6 | 15 | 1.9 | 5 |
| 4 | 1 | 5 | 5 | -14 | COc1ccc(N2CC(C(=O)NCc3ccco3)CC2=O)cc1 (configuration not stated) | 8 | -4 | 0.9 | 12 |
| -3 | 1 | 2 | 1 | 3 | CC(C)NC(=O)Cn1c(=O)n(CC(=O)N2CCCCC2)c(=O)c2sccc21 | -3 | 0 | -2.3 | -4 |
| -1 | 7 | -6 | 1 | -16 | O=C(CSc1nnnn1-c1cccc2c1CCCC2)N1CCCC1 | 4 | -14 | 0.6 | 1 |
| -2 | 0 | -2 | 0 | 3 | CNc1ccc(-c2cccc(C#N)c2)cn1 | -2 | · | · | -5 |
| 0 | 0 | -5 | 4 | 0 | Cc1ccc(CCNC(=O)C2CCC(=O)N2CCc2ccccc2)cc1 (configuration not stated) | 6 | 2 | -0.7 | 6 |
| -4 | 0 | 5 | 8 | 9 | COc1ccc(Cl)cc1NC(=O)CCc1nnc2ccc(N3CCN(C)CC3)nn12 | -3 | 3 | -0.5 | -2 |
| 0 | 2 | -1 | 5 | 0 | Cc1cccc(NC(=O)COC(=O)c2ccc3c(=O)n4c(nc3c2)CCC4)c1 | 0 | 4 | -5.3 | -4 |
| -1 | 1 | 10 | 4 | -2 | Oc1cccc(/C=N/N2CCN(C3c4ccccc4-c4ccccc43)CC2)c1 | -2 | 5 | 1.4 | 10 |
| 2 | 18 | -5 | -10 | -5 | O=C(COc1ccc2ccc(=O)oc2c1)NCCc1c[nH]c2ccc(F)cc12 | -4 | 4 | -2.8 | 4 |
| 5 | 11 | 5 | -2 | -7 | C=C(C)C(O)Cc1c(OC)ccc(C(=O)/C=C/c2ccc(O)cc2)c1O (configuration not stated) | -19 | -7 | 0.6 | 7 |
| 3 | 0 | 2 | 5 | 2 | CC(=O)Nc1ccc(Nc2ccc3c4c(cc(=O)n3C)-c3ccccc3C(=O)c24)cc1 | -4 | 1 | -5.5 | 2 |
| 10 | 23 | -15 | -24 | -36 | CC(C)(C)OC(=O)CNC(=O)c1nc[nH]c1C(=O)NCc1ccc(CNC(=O)OC(C)(C)C)cc1 | 18 | -1 | 0.1 | 20 |
| -3 | 0 | 3 | 2 | -5 | Cc1cc(C(=O)N/N=C/c2c(CO)cnc(C)c2O)c2ccccc2n1 | 2 | 5 | 4.9 | 20 |
| 2 | 1 | 4 | -1 | -3 | CC(=O)c1cc2c(cc1NC(=O)CSc1nnc(C3CC3)n1C)OCO2 | -2 | -13 | 0.5 | -8 |
| 1 | 1 | 9 | 5 | 3 | NC(=O)c1ccc(C2SCC(=O)N2CCc2ccccc2)cc1 (configuration not stated) | -4 | 1 | -1.4 | 19 |
| -3 | 7 | -11 | 1 | -4 | COc1ccc(NC(=O)c2cc(C)nc3ccccc23)cc1S(=O)(=O)Nc1ccccc1Cl | 7 | -18 | 1.6 | 4 |
| 0 | 0 | 10 | 12 | 5 | COCc1nc2ccccc2n1Cc1ccc(Br)cc1 | 8 | -14 | 0.2 | -2 |
| -1 | 1 | 5 | · | -5 | CCOC(=O)[C@]12CCC=C1N(CCC1=CCCCC1)C(=O)[C@H](CC(=O)N1CCOCC1)C2 | -6 | · | · | -8 |
| 3 | 1 | -1 | -1 | 1 | O=C(CCNS(=O)(=O)c1ccccc1C(F)(F)F)NC1CCCCCC1 | 10 | -1 | -0.4 | 5 |
| -1 | 0 | 1 | 5 | 3 | COc1ccc(N2CCN(C3CCCN(Cc4ccc(F)c(F)c4)C3)CC2)cc1 (configuration not stated) | -9 | 3 | 0.7 | 11 |
| -7 | 2 | 6 | 1 | -1 | Cc1ccc(NS(=O)(=O)c2cc(C(=O)NCCCN(C)C)ccc2Cl)cc1Cl | -4 | -10 | 2.2 | 9 |
| 0 | 0 | 8 | 2 | -3 | CC1CC(C)CN(c2ccc([N+](=O)[O-])cc2-c2nn[nH]n2)C1 (configuration not stated) | 3 | 23 | 1.2 | 2 |
| 1 | 2 | 1 | 6 | 0 | O=C(NCCCO)C(=O)NCCc1ccc(Cl)cc1 | 0 | 18 | -3.1 | -9 |
| -3 | 2 | -2 | 3 | -2 | C=CCOC(=O)C1=C(C)NC(SCC(=O)Nc2nccs2)=C(C#N)C1c1ccc(Cl)cc1 (configuration not stated) | 5 | 21 | 0.2 | 2 |
| -5 | 0 | -2 | -11 | -6 | COc1ccccc1-n1cccc1C=O | -3 | 9 | 0.2 | -10 |
| 0 | 2 | 9 | 0 | 9 | CCN1C(=O)[C@H]2[C@@H](c3ccc(C)cc3)N3C(=O)N(c4cccc(F)c4)C(=O)[C@@]3(CC)[C@H]2C1=O | 0 | -3 | -0.1 | 6 |
| -6 | 5 | 9 | 3 | -5 | Cc1ccc(-c2nc(CS(=O)CC(=O)N3CCN(c4ccc(F)cc4)CC3)c(C)o2)cc1 (configuration not stated) | -18 | 5 | -0.5 | 6 |
| -3 | -1 | -4 | 5 | -3 | Cc1ccc(-c2noc(C3CCCN(S(=O)(=O)c4ccc5ccccc5c4)C3)n2)o1 (configuration not stated) | 4 | 15 | -0.2 | 5 |
| -2 | 2 | -9 | -6 | -13 | CCOC(=O)c1cnc(Nc2ccccc2)nc1C(F)(F)F | -5 | -15 | 5.3 | 10 |
| -7 | 8 | -20 | -12 | -16 | CCOC(=O)N1CCC(N2CCN(c3cc(C)ccc3C)CC2)CC1 | 15 | 26 | -2.0 | 55* |
| 0 | 2 | 0 | 9 | -7 | COc1ccc(CC(=O)N/N=C/C=C/c2cccc([N+](=O)[O-])c2)cc1OC | -8 | 17 | -1.6 | 8 |
| -1 | 1 | -4 | 0 | -2 | COc1cc(OC)c2c(-c3cccc(-c4ccc(NC(C)=O)cc4)c3)cc(=O)oc2c1 | -2 | -19 | -1.6 | -7 |
| -2 | -3 | 0 | 6 | -3 | COC(=O)c1ccc(SC2CCCCC2)c([N+](=O)[O-])c1 | 9 | -10 | -0.5 | 0 |
| 3 | 2 | -5 | 1 | 9 | COc1cc([N+](=O)[O-])ccc1NC(=O)NNC(=O)c1sccc1C | 5 | -8 | 0.7 | -26 |
| 0 | 0 | 6 | 6 | 6 | CCN1CN=C(NS(=O)(=O)c2ccc(C)cc2)NC1 | 4 | 6 | -1.8 | -8 |
| 0 | 1 | 13 | -1 | 3 | CC(C)CSC1=NSC2=NC(=O)/C(=C\c3cccs3)C(=N)N12 | 10 | 75* | 70* | 2 |
| -9 | 2 | -7 | 0 | -12 | COc1ccc(C(=O)NC2CC2)cc1OC1CCN(Cc2cc(C)cc(C)c2)CC1 | 7 | -2 | -1.2 | 23 |
| 2 | 11 | -5 | -3 | -12 | CN(C(=O)COC(=O)c1c2c(nc3ccccc13)/C(=C/c1cccc([N+](=O)[O-])c1)CCC2)C1CCS(=O)(=O)C1 (configuration not stated) | 7 | -5 | -1.4 | 17 |
| 3 | 5 | 8 | 16 | 12 | CCN(CC)S(=O)(=O)c1ccc(NC(=O)C(C)N(c2ccc(OC)cc2)S(C)(=O)=O)cc1 (configuration not stated) | -3 | -8 | -0.5 | -11 |
| 1 | 16 | -7 | -12 | -12 | CCn1c(=O)n(CC)c2cc(S(=O)(=O)N3CCc4ccccc43)ccc21 | 1 | -53 | 12 | 11 |
| 7 | 20 | -9 | -3 | -12 | CN(C)S(=O)(=O)c1ccc(NC(=O)N2CCN(c3cccc(C(F)(F)F)c3)CC2)cc1 | 7 | -17 | 0.4 | 21 |
| 2 | 15 | -8 | -3 | -6 | Cc1cccc(NC(=O)C(=O)NCC2CCCN2S(=O)(=O)c2cccs2)c1 (configuration not stated) | -5 | -26 | -0.2 | 2 |
| -2 | 0 | -2 | 2 | -1 | O=C(CSc1ccc(F)cc1)N1CCOCC1 | 1 | 6 | 0.5 | 7 |
| -4 | 3 | -4 | -4 | -8 | Cc1c(/C=N/NC(=O)c2ccc(O)cc2)c2ccccn2c1C(=O)c1ccc(F)cc1 | 3 | -11 | -1.9 | 10 |
| 3 | 1 | 2 | 7 | -2 | CC(C)NC(=O)N(C)C[C@H]1Oc2c(NS(=O)(=O)c3ccccc3)cccc2C(=O)N([C@H](C)CO)C[C@@H]1C | -13 | 3 | -1.1 | 9 |
| 1 | 4 | -7 | 7 | -3 | O=C(CN1CCC(NC(=O)Nc2ccccc2)CC1)Nc1ccc([N+](=O)[O-])cc1 | -2 | 3 | 2.9 | 4 |
| -2 | 1 | 7 | 16 | 1 | COc1ccc(NC(=O)C2CCCN(c3cnccn3)C2)c(OC)c1 (configuration not stated) | 7 | -1 | 0.0 | 6 |
| 1 | 20 | -4 | 3 | -22 | CC(=O)c1cccc(OCC(=O)Nc2ccccc2N2CCOCC2)c1 | -14 | 9 | -1.2 | 5 |
| 0 | 4 | -9 | -3 | -5 | CCCNC(=O)Nc1ccc(C(F)(F)F)cc1 | 7 | 32 | -1.6 | 2 |
| 0 | 5 | -7 | 2 | -5 | COc1ccc(C(=O)N2CCN(c3ccc(C)cc3C)CC2)cc1OC | -4 | 12 | -3.2 | 0 |
| 1 | 5 | 5 | 15 | -3 | COc1ccc(-c2coc3c(C(=O)NCCN(C)C)cccc23)c(C)c1 | -5 | · | · | 8 |
| 3 | 0 | 4 | 11 | 9 | O=C(NCCCN1CCCC1=O)c1cncc(Br)c1 | -4 | -12 | 0.5 | -15 |
| -1 | 1 | -7 | 0 | -1 | CC(=O)Nc1ccc(S(=O)(=O)NNC(=O)COc2ccc(C(C)(C)C)cc2)cc1 | -5 | -11 | 0.8 | -1 |
| 7 | 21 | -46 | -19 | -36 | N#C/C(=C(/O)C(Cl)(Cl)Cl)c1nc2ccccc2[nH]1 | 8 | 18 | 25 | 18 |
| -6 | 5 | -4 | -10 | -3 | COc1ccccc1C(=O)NCCNc1ccc([N+](=O)[O-])cc1Cl | -2 | 5 | 0.4 | 5 |

Part of the list above with just CHRM4 PAM and CRFBP-R2 block.
smiles	CHRM4 PAM	CRFBP-R2 block
CC(=O)Nc1ccc(S(=O)(=O)NNC(=O)COc2ccc(C(C)(C)C)cc2)cc1	-7	-11
CC(=O)c1cccc(OCC(=O)Nc2ccccc2N2CCOCC2)c1	-4	9
COc1ccccc1C(=O)NCCNc1ccc([N+](=O)[O-])cc1Cl	-4	5
Cc1c(/C=N/NC(=O)c2ccc(O)cc2)c2ccccn2c1C(=O)c1ccc(F)cc1	-4	-11
